E coli Lon inh: E. coli protease La inhibition. 360,000 compounds, 0.42% hits. purified E. coli Lon protease, fluorescence polarization. inhibition, % at 7.94 µM; in the data active means inhibition above about 13%, passing the limit was not always enough;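 further: 0% = enzyme with probe and DMSO and 100% = no enzyme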
FAS-TE inh: FAS thioesterase (human) inhibition; P49327; recombinant FAS-TE, OMFH fluorogenic substrate, fluorescence endpoint; inhibition, % at 15 µM; 360,000 compounds, 0.67% hits;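 active means compounds whose normalised, plate-corrected inhibition of enzyme fluorescence in the single-dose primary screen is 50% or more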;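 further: 0% = DMSO with enzyme and 100% = substrate without enzyme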
MsrA act: bovine methionine sulfoxide reductase A activation | purified bovine MsrA, absorbance read-out | activation, % at 10.6 µM | 360,000 compounds, 0.3% hits; in the data active means activation above about 7.5%;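 further: 0% = vehicle and 100% = reference activator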
Rin1 Abl inh: blocks binding of human Rin1 to Abl | P00519+Q13671 | TR-FRET Rin1/Abl binding, biochemical | inhibition, % at 7.35 µM | 360,000 compounds, 0.4% hits | AID 588664; in the data active means inhibition above about 5%, passing the limit was not always enough
Neddylation inh: inhibitors of human cullin neddylation; P61081+Q13564; TR-FRET cullin neddylation, biochemical; calls only at 25 µM; 360,000 compounds, 0.58% hits; AID 651699; in the data active means inhibition above about 36%
NRP1-CendR mod: alters CendR peptide binding to human NRP-1; O14786; FAM-RPARPAR peptide binding to NRP-1, fluorescence polarization; inhibition, % at 25 µM; 360,000 compounds, 0.85% hits; AID 602438;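 active means inhibition or corrected inhibition above about 18%, plus a signal ratio from 0.5 to 1.5, limit read from the data, passing the limit was not always enough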; further: strong numbers were not always called active
Target sequence (O14786 whole entry, looked up): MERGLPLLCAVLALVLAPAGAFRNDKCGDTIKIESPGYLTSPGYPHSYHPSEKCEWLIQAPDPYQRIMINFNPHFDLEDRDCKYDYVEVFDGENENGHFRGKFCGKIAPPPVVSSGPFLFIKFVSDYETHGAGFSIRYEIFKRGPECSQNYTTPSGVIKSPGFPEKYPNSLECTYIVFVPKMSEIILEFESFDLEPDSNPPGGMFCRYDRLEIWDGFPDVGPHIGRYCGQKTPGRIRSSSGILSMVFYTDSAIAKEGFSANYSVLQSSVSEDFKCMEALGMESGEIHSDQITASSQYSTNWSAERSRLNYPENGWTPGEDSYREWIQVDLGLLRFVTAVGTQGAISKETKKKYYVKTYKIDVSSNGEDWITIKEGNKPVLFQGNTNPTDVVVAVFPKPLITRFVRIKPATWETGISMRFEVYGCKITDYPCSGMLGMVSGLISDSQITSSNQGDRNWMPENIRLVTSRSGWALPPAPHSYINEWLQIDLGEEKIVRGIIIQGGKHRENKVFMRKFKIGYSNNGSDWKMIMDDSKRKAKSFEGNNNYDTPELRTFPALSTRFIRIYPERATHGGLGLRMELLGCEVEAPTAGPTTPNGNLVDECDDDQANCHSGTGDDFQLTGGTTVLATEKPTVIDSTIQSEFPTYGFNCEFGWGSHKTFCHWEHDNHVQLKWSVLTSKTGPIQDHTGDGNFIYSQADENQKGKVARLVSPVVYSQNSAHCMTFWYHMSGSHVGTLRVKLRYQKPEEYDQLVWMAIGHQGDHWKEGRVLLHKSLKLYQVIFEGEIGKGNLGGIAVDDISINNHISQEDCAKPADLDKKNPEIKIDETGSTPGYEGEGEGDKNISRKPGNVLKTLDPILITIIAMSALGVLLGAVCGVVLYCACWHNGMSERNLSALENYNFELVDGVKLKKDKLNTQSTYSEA
MsrA inh: inhibits bovine methionine sulfoxide reductase A | purified bovine MsrA, absorbance read-out | inhibition, % at 15.5 µM | 360,000 compounds, 0.75% hits | AID 651718; in the data active means inhibition above about 4.5%;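 further: 0% = vehicle wells with enzyme and 100% = reference inhibitor wells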
MT1-MMP act inh: inhibitors of human MT1-MMP activation; AID 651647; HT1080 RFP-PRO-GFP cells, GFP/RFP ratio fluorescence, overnight; percent of plate control window, DMSO zero; GFP/RFP ratio change, % at 20 µM; 360,000 compounds, 0.061% hits;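 active means GFP/RFP ratio change of at least 30% with cell ATP level not reduced by more than half and red fluorescence within 50% of control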; further: strong numbers were not always called active
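Material – HT1080 RFP-PRO-GFP cells · Control set – DMSO wells and RFP-L50D-GFP cells · Incubation – overnight cell settling, then overnight compound exposure, 37 °C, 5% CO2 · Compound dosing – single-point 20 µM compound, 1% DMSO · Read-out – GFP/RFP fluorescence ratio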
SKN-1 inh: blocks SKN-1 activity in C. elegans. C. elegans VP596 Pgst-4::GFP/RFP ratio, acrylamide-induced, 24 h. inhibition, % at 21.8 µM. 360,000 compounds, 0.49% hits. AID 624304;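 active means interference check ratio from 0.5 to 1.5 plus GFP to RFP signal ratio inhibition reaching or exceeding a fixed threshold, cut at about 30% in these data, passing the limit was not always enough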; further: some compounds called inactive have numbers as strong as hits
An asterisk follows results filed as active; i = inactive; x = no result given.

SMILES | E coli Lon inh | FAS-TE inh | MsrA act | Rin1 Abl inh | Neddylation inh | NRP1-CendR mod | MsrA inh | MT1-MMP act inh | SKN-1 inh
COc1cccc2[nH]c(C(=O)NCCc3ccccc3)cc12 | 1 | 3 | -3 | 2 | x | -13 | -0.2 | 1 | 0
CC(C)OC(=O)CC1C(=O)NCCN1C(=S)NC(=O)c1cccs1 (centres undefined) | -6 | -8 | -3 | 4 | i | -5 | -0.4 | 4 | -3
O=C(Cc1ccc(Cl)cc1)Nc1cccc(C(=O)Nc2ccccc2C(=O)O)c1 | -4 | 15 | 0 | -2 | i | -23 | 0.1 | 2 | 19
CCSC1=C(C#N)C2(CCCCC2)C(C#N)C(=O)N1 (centres undefined) | -10 | -7 | -2 | -2 | i | 8 | 1.8 | 3 | 13
Cc1ccc(C(=O)C(C)OC(=O)CN2C(=O)NC3(CCCC3)C2=O)cc1C (centres undefined) | 1 | -7 | -1 | -2 | i | 0 | -0.2 | 0 | -10
COc1ccc(N(CC(=O)NC2CCCC2)C(=O)CCC(=O)Nc2nc(C)cs2)cc1OC | 0 | -3 | 1 | -2 | i | 1 | 0.2 | 1 | 15
CC(OC(=O)c1ccco1)C(=O)Nc1nc(-c2ccccc2)cs1 (centres undefined) | -12 | 4 | -3 | 4 | i | 30* | -0.8 | 0 | 11
Fc1ccc(CN(Cc2ccccc2)C(c2cccs2)c2nnnn2C2CCCCC2)cc1 (centres undefined) | 3 | 19 | -2 | 2 | i | -2 | -1.7 | -20 | 9
CN(Cc1ccc(F)cc1)S(=O)(=O)c1nnc(NC(=O)c2ccccc2)s1 | 4 | 9 | -4 | 3 | i | 5 | 1.7 | 4 | 9
O=C(NCC1CCCO1)/C(=C\c1ccccc1F)NC(=O)c1ccccc1 (centres undefined) | 17 | -4 | -6 | -1 | i | -1 | 0.8 | 3 | 4
Cc1cccc(C)c1-n1c(C)cc(/C=N/NC(N)=S)c1C | -10 | -12 | 0 | -1 | i | 2 | 0.4 | 5 | -6
Cc1cc(C)n(-c2nc3c(c(=O)[nH]c(=O)n3C)n2C(C)C)n1 | -10 | -5 | 3 | 0 | i | 14 | 1.3 | 1 | 20

Sorted by formula weight (lowest first): some entries from above
SMILES | E coli Lon inh | FAS-TE inh | MsrA act | Rin1 Abl inh | Neddylation inh | NRP1-CendR mod | MsrA inh | MT1-MMP act inh | SKN-1 inh
COc1cccc2[nH]c(C(=O)NCCc3ccccc3)cc12 | 1 | 3 | -3 | 2 | x | -13 | -0.2 | 1 | 0
Cc1cc(C)n(-c2nc3c(c(=O)[nH]c(=O)n3C)n2C(C)C)n1 | -10 | -5 | 3 | 0 | i | 14 | 1.3 | 1 | 20
CC(OC(=O)c1ccco1)C(=O)Nc1nc(-c2ccccc2)cs1 (centres undefined) | -12 | 4 | -3 | 4 | i | 30* | -0.8 | 0 | 11
O=C(NCC1CCCO1)/C(=C\c1ccccc1F)NC(=O)c1ccccc1 (centres undefined) | 17 | -4 | -6 | -1 | i | -1 | 0.8 | 3 | 4
CC(C)OC(=O)CC1C(=O)NCCN1C(=S)NC(=O)c1cccs1 (centres undefined) | -6 | -8 | -3 | 4 | i | -5 | -0.4 | 4 | -3
CN(Cc1ccc(F)cc1)S(=O)(=O)c1nnc(NC(=O)c2ccccc2)s1 | 4 | 9 | -4 | 3 | i | 5 | 1.7 | 4 | 9
O=C(Cc1ccc(Cl)cc1)Nc1cccc(C(=O)Nc2ccccc2C(=O)O)c1 | -4 | 15 | 0 | -2 | i | -23 | 0.1 | 2 | 19
COc1ccc(N(CC(=O)NC2CCCC2)C(=O)CCC(=O)Nc2nc(C)cs2)cc1OC | 0 | -3 | 1 | -2 | i | 1 | 0.2 | 1 | 15

Next part:
SMILES | E coli Lon inh | FAS-TE inh | MsrA act | Rin1 Abl inh | Neddylation inh | NRP1-CendR mod | MsrA inh | MT1-MMP act inh | SKN-1 inh
CN(CC(=O)Nc1sccc1C#N)C1CCCCC1 | 9 | -6 | -1 | 1 | i | -28 | 1.1 | -8 | 26
CCN1C(=O)[C@H]2[C@@H](c3ccc(Cl)cc3)N3C(=O)CN(CCOC)C(=O)[C@@]3(C)[C@H]2C1=O | 0 | -11 | -5 | 3 | i | 6 | -1.5 | -2 | 6
O=C(O)/C=C/C(=O)N1CCN(Cc2ccc3c(c2)OCO3)CC1 | 3 | -6 | -4 | -1 | i | 5 | 0.3 | 0 | 14
Cc1cccc(C(=O)N(c2ccccn2)C(C)c2ccco2)c1 (centres undefined) | -2 | 0 | -4 | -2 | i | -6 | 0.1 | 1 | -8
CC(C)OC1=CC(=O)OC(c2cccc(Cl)c2)C1 (centres undefined) | x | x | x | x | i | 1 | 1.0 | 2 | 0
CC(C)CNC(=O)C(=O)NN=C1CCCCCC1 | -10 | -7 | -1 | -4 | i | -3 | 0.0 | -3 | -4
COc1ccccc1-n1cc(C(=O)c2cc(Cl)ccc2O)cc(C#N)c1=O | -17 | 6 | -9 | 1 | i | -19 | 3.2 | -17 | 4
O=C(O)CSc1ccccc1C(=O)O | 0 | 0 | -2 | 1 | i | 2 | 0.8 | 3 | 13
CN1C(=O)/C(=C\C=C2/CCCN2C)N(C)C1=S | -5 | -3 | -3 | -3 | i | -62 | 0.4 | -9 | 19
CN1CCN(C(=O)NC2CCCCC2)CC1 | -4 | -3 | -3 | -4 | i | 3 | 2.8 | 0 | 4
COc1cc(OC)c(C(=O)OCC(=O)Nc2cccc(S(=O)(=O)NC3=NCCCCC3)c2)cc1OC | -3 | -4 | -4 | 4 | i | -3 | 0.7 | 2 | 6
CC(c1cccnc1)N(C(=O)Nc1ccccc1)C1CCCCC1 (centres undefined) | -2 | -4 | 0 | 2 | i | -6 | -1.1 | -1 | 3
Cc1ccccc1C(=O)N1CC(=O)Nc2ccc(F)cc2C1c1ccc(F)cc1 (centres undefined) | 3 | -1 | -6 | -1 | i | 6 | 0.6 | -13 | 20
CN(C)c1ccc(CNC(=O)c2ccc(CNc3c(N4CCCCC4)c(=O)c3=O)cc2)cc1 | -11 | -7 | -6 | 2 | i | 5 | 0.4 | -5 | 15
O=S(=O)(c1ccc(-c2ccccn2)s1)N1CCC2(CC1)OCCO2 | -4 | 0 | -3 | 2 | i | 0 | 0.8 | 1 | 7
CCOC(=O)C1=C[C@@H](CC)N(S(=O)(=O)c2ccc(C)cc2)[C@H]1c1cccs1 | 7 | 30 | -1 | 0 | i | 17 | -0.6 | -7 | 15
COC(=O)N(C)C[C@@H]1OCc2ccccc2-c2c(n(C)c3ccccc23)C(=O)N([C@H](C)CO)C[C@@H]1C | -3 | -4 | -11 | -1 | i | 0 | -0.6 | -2 | -5
COc1ccc(NC(=O)c2sc3cc(C(F)(F)F)cnc3c2-c2cccs2)cc1 | -9 | 13 | -5 | -2 | i | 6 | 0.6 | 3 | 14
COc1ccc(CNC(=O)c2cc3c(=O)n4ccccc4nc3n(CC3CCCO3)c2=N)cc1 (centres undefined) | 0 | -6 | -2 | 0 | i | -18 | 1.3 | 6 | 8
c1ccc2c(-c3nc4ncccc4o3)cccc2c1 | 3 | 8 | 0 | -5 | x | -13 | 2.0 | -3 | 18
COc1cccc(/C=N/NC(=S)NCCc2ccccc2)c1 | 5 | 22 | -1 | -4 | i | 3 | -0.1 | 0 | 15
CCOc1ccc(N(CC(=O)NCc2ccccc2)C(=O)CCC(=O)Nc2nccs2)cc1 | 2 | 5 | -5 | 4 | i | 3 | -0.6 | -3 | -7
COC(=O)c1ccc(CNC(=O)c2sccc2-c2ccccc2)cc1 | 1 | 9 | -10 | 5 | i | -5 | -0.1 | 8 | -5
COC(=O)c1sccc1NC(=O)c1cc(-c2cc(C)ccc2C)nc2ccccc12 | -2 | 29 | -1 | -1 | i | 0 | -0.9 | -2 | -16
Cc1ccc(CCC(=O)Nc2ccc(Cl)cc2)o1 | -4 | 3 | -1 | 1 | i | 2 | -0.6 | -1 | 21
O=C(N[C@@H](CCC/[N+]([O-])=C/c1ccccc1)C(=O)O)OCc1ccccc1 | -4 | -6 | 3 | -5 | i | -1 | 1.7 | 3 | -1
COC(=O)c1ccc(CSc2n[nH]c(C)n2)o1 | 6 | -12 | -1 | -1 | i | 6 | 0.7 | 2 | 1
C=CCOc1ccc(C(=O)Nc2ccccc2C(=O)N2CCCC2)cc1 | 5 | -2 | -6 | -3 | i | 7 | -0.5 | -2 | -6
CCCCN1C(=O)/C(=C(/C#N)C(N)=O)c2ccccc21 | 11 | -13 | -1 | -1 | i | 6 | 0.7 | 1 | 7
O=C(O)c1ccc(N(c2ccccc2)c2ccccc2)cc1 | -14 | -4 | -5 | -2 | x | 0 | 5.1* | 3 | 6
COc1ccc(N=C2C(=O)N3CCCc4cccc2c43)cc1 | -15 | -10 | -2 | -7 | i | -15 | -0.8 | 3 | -1
Cc1ncc([N+](=O)[O-])n1CCOC(=O)Nc1ccc(Cl)c(Cl)c1 | -6 | 15 | -2 | -2 | i | 17 | 2.5 | 12 | 20
COc1ccc(CCNC(=O)CSc2nc3[nH]ncc3c(=O)n2-c2ccc(C)c(Cl)c2)cc1OC | 5 | -12 | 0 | -6 | i | -6 | 0.0 | 2 | -3
O=C(Cc1cccc2ccccc12)Nc1ccccc1Br | 1 | 9 | -5 | -1 | i | 0 | 1.3 | 4 | -4
Cc1cc(NC(=O)Cc2ccc(Br)cc2)no1 | -1 | -3 | -3 | 2 | i | 6 | 0.7 | 1 | -13
Cc1ccc(C)c2[nH]c(=O)c(CCNC(=O)CC(C)(C)C)cc12 | -9 | -5 | -1 | 2 | i | -2 | 0.1 | 2 | -1
CC(C)NC(=O)C1CCCN(S(=O)(=O)c2cccc3nonc23)C1 (centres undefined) | -3 | -3 | -3 | 0 | i | 8 | -0.2 | 0 | 8
COCCn1c(SCC(=O)Nc2nc(C)c(Cl)cc2Cl)nc2ccccc21 | 6 | 5 | -3 | 3 | i | 3 | -1.1 | -4 | 13
COc1cc(OC)cc(C(=O)NNC(=O)CCc2ccccc2)c1 | -4 | -4 | 1 | 1 | i | -14 | 1.3 | -1 | 7
Cc1ccc2nc(Cl)c(C3CC(c4ccco4)=NN3C(=O)CCCC(=O)O)cc2c1 (centres undefined) | -3 | -6 | -2 | 2 | i | -1 | -0.5 | 2 | -3
COc1cccc(Cn2cnc3c(NS(=O)(=O)c4ccc(Cl)cc4Cl)c(C)c(C)cc32)c1 | 7 | 24 | 0 | 1 | i | 0 | 0.4 | -2 | -8
OCCC1CN(Cc2ccccn2)CCN1C1CCCC1 (centres undefined) | 1 | -6 | -4 | -1 | i | 0 | 0.6 | 3 | 5
CCOc1ccccc1N1CC(C(=O)Nc2nccs2)CC1=O (centres undefined) | -7 | -6 | 0 | 2 | i | 14 | -0.2 | 1 | -5
N#Cc1nc(-c2ccccc2F)oc1N1CCCCC1 | 2 | 7 | -12 | 2 | x | 0 | 2.7 | -3 | 4
CS(=O)(=O)N1CCN(c2ccc(NC(=O)c3ccccc3)cc2)CC1 | -3 | -1 | -6 | 4 | i | 24 | 1.2 | -3 | 4
CCOc1ccc(N2C(=O)c3ccccc3C2O)cc1 (centres undefined) | -6 | -2 | -1 | -1 | i | 4 | -0.6 | -1 | 5
O=C(CSc1nc(C2CCCCC2)nc2ccccc12)NCc1ccco1 | -9 | 15 | -5 | 0 | i | 13 | -0.9 | -4 | 5
CN(c1nc2ccccc2n2c(C3CC3)nnc12)S(=O)(=O)c1ccccc1 | -2 | -2 | -4 | -1 | i | 7 | 1.1 | 1 | 3

Screening results (PubChem)
